All columns: NCI-60 one-dose screen, growth in % after 48 h at 10 µM unless noted; 100 = growth as untreated, 0 = no growth, -100 = all killed.
RPMI-8226 = RPMI-8226 leukemia cells; 77,000 tested, 7.5% active
EKVX = EKVX NSCLC | 71,000 tested, 3% active | AID 1794765
CCRF-CEM = CCRF-CEM leukemia; 77,000 tested, 7% active; AID 1794778
M14 = M14 melanoma; 80,000 tested, 6.2% active; AID 1794745
HOP-62 = HOP-62 NSCLC; 80,000 tested, 3.9% active; AID 1794735
HOP-92 = HOP-92 NSCLC cells; 71,000 tested, 6.3% active; AID 1794738
MOLT-4 = MOLT-4 leukemia cells; AID 1794779; 80,000 tested, 6.9% active
A549/ATCC = A549/ATCC NSCLC; AID 1794740; 81,000 tested, 3.7% active
The depositor's hits bear a star; nt = not tested or not shown; & = joins results of further samples. Rule for the calls: active = growth percent below 10; inactive = the rest.

SMILES | RPMI-8226 | EKVX | CCRF-CEM | M14 | HOP-62 | HOP-92 | MOLT-4 | A549/ATCC
COc1cc(Cn2c(SCCC(=O)NCc3ccc(S(N)(=O)=O)cc3)nc3ccccc3c2=O)cc(OC)c1OC | 99 | nt | 104 | 96 | 36 | 80 | 99 | 86
CC(=O)OC(CCc1ccc(Cl)cc1)c1ccccc1 (configuration not stated) | 86 | 123 | 90 | 104 | 97 | 80 | 97 | 106
COC1=CC(c2ccc[nH]2)=N/C1=C\c1[nH]c(C)c(C(=O)CCCCC(=O)OCC2OC(O)C(O)C(O)C2O)c1C (configuration not stated) | 99 | nt | 89 | 105 | 108 | 107 | 89 | 105
COc1cc(NC(=O)Nc2cnc(Nc3ccc(N4CCOCC4)cc3)nc2Oc2ccc(C)cc2OC)cc(OC)c1 | 61 | 73 | 29 | 80 | 100 | 76 | 63 | 68
Cc1ccc(C(=O)/C=C/c2cn(Cc3ccc(Cl)cc3)c3ccccc23)cc1 | 92 | 104 | 94 | 100 | 99 | 93 | 78 | 88
CC(C(=O)O)c1nc(-c2ccc([N+](=O)[O-])cc2)nn1-c1nc2ccccc2[nH]c1=O (configuration not stated) | 101 | 93 | 100 | 96 | 107 | 92 | 98 | 108
O=C1Nc2ccc(Cl)cc2/C1=C/c1c[nH]c2ccc(F)cc12 | 62 | 74 | 53 | 89 | 78 | nt | 40 | 65
Cc1cccc(N=Cc2ccccc2O)c1C | 97 | 94 | 101 | 105 | 103 | 97 | 98 | 88
O=C1NC(=O)C(=Cc2ccc3c(c2)Cc2ccccc2-3)C(=O)N1 | 109 | 113 | 109 | 99 | 104 | nt | 102 | 100
Cc1[nH]c(=S)[nH]c(=O)c1Cc1c(O)ccc2ccccc12 | 97 | 73 | 111 | 92 | nt | 67 | 90 | 106
CC#C[C@]1(O)CC[C@H]2[C@@H]3CCC4=CC(=O)CCC4=C3[C@@H](c3ccc4c(c3)OCO4)C[C@@]21C | 70 | 72 | 90 | 82 | 81 | 66 | 69 | 67
C=CC(=O)NCCCCCCNC(=O)C=C | 108 | nt | nt | 105 | 109 | 101 | 88 | 105
CN1CCc2c(c3ccccc3n2Cc2ccccc2)C1 | 89 | 85 | 93 | 95 | 102 | 44 | 86 | 98
CN1CCN(c2ccc(/C=N/NC(=O)c3cnc4n(c3=O)CCCCC4)cc2)CC1 | nt | 94 | 99 | 103 | 102 | 105 | 90 | 98
COc1ccc(CCNC(=O)c2ccc(Cl)c(Cl)c2)cc1OC | 88 | nt | nt | 104 | 99 | nt | 88 | nt
CCCCCC(O)C(C)(C)C (configuration not stated) | 103 | nt | 103 | 101 | 117 | nt | 93 | 102
C#C[C@]1(O)CC[C@H]2[C@@H]3CC=C4c5sc(Nc6ccc(N(C)C)cc6)nc5CC[C@]4(C)[C@H]3CC[C@@]21C | -42* | 25 | -1.4* | -12* | 11 | 9.6* | -6.0* | 20
Cc1cc(O)c(Cl)cc1O | 96 | 102 | 70 | 95 | 97 | 103 | 86 | 79
COc1cc(Nc2cc(O)c3c(=O)cc(-c4ccccc4)oc3c2)cc(OC)c1OC | 91 | 100 | 102 | 101 | 94 | 79 | 109 | 100
Cc1cccc(C)c1NC(=O)CN(CC(C)C)CC(O)COc1ccccc1 (configuration not stated) | 89 | 85 | 97 | 88 | 90 | 91 | 88 | 91
Cc1nc2nc(SCC(=O)O)[nH]c2c(=O)[nH]1 | 97 | 108 | 97 | 102 | 97 | 95 | 103 | 87
Cc1c(C(N)=O)sc2nc(-n3nc(-c4ccc(Cl)cc4)cc3N)n(Cc3ccccc3)c(=O)c12 | 93 | 91 | nt | 93 | 116 | 76 | nt | 81
Cc1ccc(Nc2nc3n[nH]c(Nc4cccc(Cl)c4)c3c(=O)[nH]2)cc1 | 105 | 96 | 109 | 94 | 86 | nt | 95 | 105
N#Cc1c(-c2ccc(Cl)cc2)nc(SCc2ccc([N+](=O)[O-])cc2)nc1N1CCNCC1 | -25* | 52 | -14* | -81* | 57 | -8.3* | -27* | 5.3*
CC(C)CC(=O)CCCc1ccccn1 | 98 | 103 | 97 | 99 | 102 | 106 | 99 | 100

Reprinted from the part before: 2 entries, followed by the next part.
SMILES | RPMI-8226 | EKVX | CCRF-CEM | M14 | HOP-62 | HOP-92 | MOLT-4 | A549/ATCC
N#Cc1c(-c2ccc(Cl)cc2)nc(SCc2ccc([N+](=O)[O-])cc2)nc1N1CCNCC1 | -25* | 52 | -14* | -81* | 57 | -8.3* | -27* | 5.3*
CC(C)CC(=O)CCCc1ccccn1 | 98 | 103 | 97 | 99 | 102 | 106 | 99 | 100
C=CCSc1nnc(-c2ccc3nc(-c4ccc(OC)cc4)[nH]c3c2)o1 | 88 | 100 | 100 | 98 | 108 | 122 | 99 | 111
Cn1cc(-c2noc(C(=O)c3cn(C)c4ncc(Br)cc34)n2)c2cc(F)ccc21 | 83 | 73 | 32 | 95 | 84 | 27 | 87 | 94
S=C(S)Nc1ccccc1 | 91&98 | 98&89 | 95&99 | 108&94 | 99&90 | 86 | 106&97 | 103&103
N=C(c1ccccc1)c1ccccc1C(=O)c1ccccc1 | 94 | 100 | 98 | 101 | 101 | 94 | 88 | 83
Cn1ccnc1[C@@H]1C[C@@H]2C(=O)N(c3ccccc3)C(=O)[C@@H]2c2c1n(C)c1ccccc21 | 103 | 93 | 103 | 100 | 108 | 98 | 103 | 104
O=C(O)CCCCc1ccc([N+](=O)[O-])cc1 | 88&95 | 126&107 | 91&97 | 104&102 | 103&103 | 84&78 | 88&99 | 102&98
CCCCN=C(C)CC(=O)CC(=O)c1ccccc1 | 45 | 71 | 74 | 96 | 92 | 73 | 84 | 81
O=C1c2ccccc2NC(c2cn(-c3ccccc3)nc2-c2cccs2)N1Cc1ccccc1 (configuration not stated) | 76 | 72 | 96 | 80 | 87 | 74 | 55 | 83
CC(=O)Nc1ccc(O)c(O)c1 | 106 | 105 | nt | 110 | 107 | 125 | 99 | 129
COc1ccc(Oc2nc(Nc3ccc(N4CCOCC4)cc3)ncc2NC(=O)c2cc(OC)cc(OC)c2)cc1 | 53 | 95 | 70 | 91 | 97 | 71 | 53 | 82
Cc1cc(CN(C)C)c(O)c(C(=O)O)c1 | 99 | 93 | 101 | 93 | 106 | 111 | 93 | 102
Cc1c(C)c2c(c(C)c1NC(=O)CCCCCCC(=O)O)CCC(C)(CCCC(C)CCCC(C)CCCC(C)C)O2 (configuration not stated) | 69 | 86 | 71 | 83 | 109 | 82 | 77 | 20
Oc1ccc(/C=N\NC(=S)N/N=C/c2ccc(O)cc2O)c(O)c1 | 96 | 89 | 65 | 89 | 91 | 135 | 83 | 99
OC(N1CSC(=S)N(C(O)C(Cl)(Cl)Cl)C1)C(Cl)(Cl)Cl (configuration not stated) | 101 | 107 | 100 | 93 | 97 | 90 | 95 | 80
COc1ccc(C/C(C)=C(/c2ccc(OCCN(C)C)cc2)c2ccc(OC(=O)NCc3ccccc3)cc2)cc1 | 33 | 72 | 47 | 25 | 83 | 38 | 37 | 55
N#CC1=C(c2ccc(Cl)cc2)Nc2c(c(-c3ccc(Cl)cc3)nn2-c2ccccc2)C12C(=O)Nc1ccc(Cl)cc12 (configuration not stated) | 28 | 39 | 36 | 42 | 65 | -3.1* | 35 | 31
O=C(Nc1cc(Cl)ccc1Cl)c1ccc(S(=O)(=O)NCc2ccco2)cc1 | 60 | 113 | 58 | 115 | 91 | 94 | 88 | 100
Cn1cc(CCc2cc[n+](CCC[N+](C)(C)C)cc2)c2ccccc21 | 88 | 103 | 85 | 81 | 83 | 87 | nt | 78
CC(=O)CC(=O)Nc1ccc(C)cc1 | 101 | 113 | 101 | 105 | 108 | 114 | 106 | 108
Cc1nc2ccccc2c(C(=O)O)c1-c1ccccn1 | 109 | 111 | 102 | 112 | 112 | 105 | 103 | 105
COC(=O)c1ccc2c(c1)NC(=O)[C@H]1CCCN21 | 103 | 94 | 103 | 85 | 95 | 104 | 105 | 101
COn1cc(C(=O)c2cccs2)c2cc(C#N)c(C#N)cc21 | 93 | nt | 95 | nt | 87 | 85 | 101 | 96
COc1cc2ccc(NC(C)=O)cc2cc1OC | 100 | 112 | 97 | 126 | 115 | 103 | 103 | 97
Cc1ccc(-n2nnc(C(=O)Oc3cc(C)c4sc(=O)[nH]c4n3)c2C)cc1C | 104 | 99 | 109 | 107 | 104 | nt | 115 | 101
CN(C)Cc1cc(C(C)(C)C)cc(N2CCOCC2)c1O | 103 | 118 | 96 | 99 | 108 | 85 | 101 | 96
SMILES | RPMI-8226 | EKVX | CCRF-CEM | M14 | HOP-62 | HOP-92 | MOLT-4 | A549/ATCC
CCC(CC)(CC)c1cc([N+](=O)[O-])c(C)c([N+](=O)[O-])c1OC | 107 | 95 | 91 | 85 | 95 | 96 | 96 | 76
CC(C)(C)CC(C)(C)NC(=O)Nc1ncccc1OCc1ccccc1 | 85 | 93 | 94 | 103 | 97 | 88 | 89 | 90
C=CCOC(=O)/C=C\c1ccccc1OC | 101 | 105 | 96 | 98 | 97 | 73 | 100 | 108
CC1CCC2C(C)(C)C3CC12CC1OC13C (configuration not stated) | 108 | nt | 112 | 109 | 109 | nt | 110 | 110
CN(C)CCCOc1c2ccc(Cl)cc2nc2c1oc1ccc(Cl)cc12 | -21* | 32 | nt | -50* | 33 | 3.3* | 1.9* | -45*
COc1cc(OC)c2c3nc4cc(C)c(C)cc4nc3n(CCN(C)C)c2c1 | nt | 90 | nt | 48 | 71 | nt | 10 | 9.0*
CNC(=O)c1cc(-n2ccc3cc(NS(=O)(=O)c4ccc(Cl)c(C(F)(F)F)c4)ccc32)ccn1 | 79 | 88 | 87 | 113 | 94 | 89 | 80 | 81
CCCCCCCCCCCCCCCCNC(=S)N/N=C/c1cccc([N+](=O)[O-])c1 | 93 | nt | nt | 100 | 99 | nt | 99 | 99
CC(=O)N1N=C(c2sc(Nc3ccccn3)nc2C)CC1c1ccccc1F (configuration not stated) | 44 | 45 | 44 | 59 | 88 | 44 | 29 | 34
O=c1c2cc3c(=O)n(O)c(=O)c3cc2c(=O)n1O | 108 | 95 | nt | 104 | 108 | 78 | 111 | 107
COCCN(CCOC)/N=N/c1nc[nH]c1C(N)=O | 85 | 114 | 74 | 75 | 93 | 83 | 86 | 113
Clc1cccc(Cc2cn3cc(-c4ccccc4)nc3s2)c1 | 41 | nt | 63 | 6.0* | 70 | nt | 64 | 37
O=C(Nc1cccc(-c2nc(-c3ccc(NC(=O)c4cccnc4)cc3Cl)no2)c1)Nc1ccc(NC(=O)C2CC2)c(C(F)(F)F)c1 | nt | -28* | -16* | -53* | -48* | -68* | -40* | 7.0*
c1ccc(-n2c3ccccc3c3ccccc32)cc1 | nt | 112 | nt | 106 | 109 | 100 | nt | 81
Cc1cc(N=Nc2nccs2)c(O)cc1O | 56 | 46 | 31 | 56 | 50 | 69 | 41 | 50
CCC(C)Sc1nc(N)nc2c1ncn2C1OC(CO)C(O)C1O (configuration not stated) | 114 | 99 | 100 | 91 | 84 | 155 | 97 | nt
COc1ccc(C2=Nc3c(N)ncnc3NC(c3cccc(Nc4ccnc5cc(C(F)(F)F)ccc45)c3)C2)cc1 (configuration not stated) | 12 | 54 | 42 | 66 | 64 | 31 | 20 | 60
O=C1NC(O)(c2ccccc2)c2ccccc21 (configuration not stated) | 92 | 98 | 85 | 101 | 95 | 108 | 95 | 100
Cc1ccc(S(=O)(=O)C/C(=N\Nc2ccc(S(N)(=O)=O)cc2)c2cc3cc(Br)ccc3o2)cc1 | 116 | 97 | 111 | 100 | 118 | 112 | 103 | 88
Nc1ccc(N=Nc2ccccc2Cl)c(N)n1 | 54 | 30 | 85 | 106 | 77 | nt | 79 | 79
Cc1[nH]nc2ncnc(N)c12 | 85 | nt | 95 | 114 | 102 | 84 | 94 | 93
O=c1[nH]c2nc(-c3ccc(Cl)cc3)cc(-c3ccc(Cl)cc3)c2s1 | 65 | 76 | 88 | 97 | 75 | nt | 79 | 67
Cc1ccc(/C=C(\C#N)n2nc3cc(F)c(F)cc3n2)cc1 | 92 | 98 | 82 | 95 | 95 | 86 | nt | 95
CC1(C)C(N)=Nc2cc(OCCCN3Cc4ccc(OCCc5cn(CC(=O)N6CCC(CCN7CCCC7)CC6)nn5)cc4C3)c(OCC3CC3)cc21 | 89 | 101 | 96 | 108 | 95 | 81 | 100 | 100
NC1=NNC(c2cccc(O)c2)C1c1ccc(Cl)cc1 (configuration not stated) | 62 | 96 | 87 | 102 | 98 | 92 | 101 | 101

In the list so far, these contain fluorine:
SMILES | RPMI-8226 | EKVX | CCRF-CEM | M14 | HOP-62 | HOP-92 | MOLT-4 | A549/ATCC
O=C1Nc2ccc(Cl)cc2/C1=C/c1c[nH]c2ccc(F)cc12 | 62 | 74 | 53 | 89 | 78 | nt | 40 | 65
Cn1cc(-c2noc(C(=O)c3cn(C)c4ncc(Br)cc34)n2)c2cc(F)ccc21 | 83 | 73 | 32 | 95 | 84 | 27 | 87 | 94
CNC(=O)c1cc(-n2ccc3cc(NS(=O)(=O)c4ccc(Cl)c(C(F)(F)F)c4)ccc32)ccn1 | 79 | 88 | 87 | 113 | 94 | 89 | 80 | 81
CC(=O)N1N=C(c2sc(Nc3ccccn3)nc2C)CC1c1ccccc1F (configuration not stated) | 44 | 45 | 44 | 59 | 88 | 44 | 29 | 34
O=C(Nc1cccc(-c2nc(-c3ccc(NC(=O)c4cccnc4)cc3Cl)no2)c1)Nc1ccc(NC(=O)C2CC2)c(C(F)(F)F)c1 | nt | -28* | -16* | -53* | -48* | -68* | -40* | 7.0*
COc1ccc(C2=Nc3c(N)ncnc3NC(c3cccc(Nc4ccnc5cc(C(F)(F)F)ccc45)c3)C2)cc1 (configuration not stated) | 12 | 54 | 42 | 66 | 64 | 31 | 20 | 60
Cc1ccc(/C=C(\C#N)n2nc3cc(F)c(F)cc3n2)cc1 | 92 | 98 | 82 | 95 | 95 | 86 | nt | 95
